# Screening results deposited in PubChem BioAssay by several laboratories.
# STK33 kinase inh: inhibitors of purified STK33 kinase, primary screen, biochemical, ADP-Glo luminescence, homogeneous, cell-free | 320,000 tested, 0.073% active | MBP phosphorylation | Serine/threonine-protein kinase 33 (Homo sapiens), Q9BYT3 | inhibition, % at 10 µM;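 active = inhibition at or above 25%, using the most active replicate where run in duplicate; inactive = inhibition below 25%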
# Target sequence (Q9BYT3 whole entry, looked up): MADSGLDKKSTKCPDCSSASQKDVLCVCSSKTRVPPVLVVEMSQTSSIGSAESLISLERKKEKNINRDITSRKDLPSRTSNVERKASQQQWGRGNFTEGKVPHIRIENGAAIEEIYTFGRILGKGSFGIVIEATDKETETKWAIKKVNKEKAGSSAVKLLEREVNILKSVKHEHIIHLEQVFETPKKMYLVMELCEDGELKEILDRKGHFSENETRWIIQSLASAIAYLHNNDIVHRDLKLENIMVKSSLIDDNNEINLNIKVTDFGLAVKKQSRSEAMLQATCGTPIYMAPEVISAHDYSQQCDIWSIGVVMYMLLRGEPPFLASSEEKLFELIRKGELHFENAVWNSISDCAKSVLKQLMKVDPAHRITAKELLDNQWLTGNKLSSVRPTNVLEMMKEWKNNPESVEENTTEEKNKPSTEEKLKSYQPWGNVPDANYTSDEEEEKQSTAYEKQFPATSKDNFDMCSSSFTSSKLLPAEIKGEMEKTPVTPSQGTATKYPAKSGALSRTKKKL
# KCNQ2 block: KCNQ2 potassium channel inhibitors, primary screen, cell-based, CHO-K1, FluxOR thallium flux, B-score (AID 2156); 310,000 tested, 1.1% active; 20 min; hits give low values; Potassium voltage-gated channel subfamily KQT member 2 (Rattus norvegicus), O88943; B-score at 10 µM;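 active = fluorescence ratio B-score at most minus 3 library SDs, with starting brightness B-score within 2 library SDs, cut at about -5.5 in these data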
# OX1R antag: antagonists of human orexin 1 receptor (OX1R); Orexin/Hypocretin receptor type 1 (Homo sapiens), O43613; OX1R-expressing cells, FRET antagonist read-out; inhibition, % at 6.6 µM; 330,000 tested, 1.8% active; AID 485270, 2010; in the data active = inhibition mostly above about 38%, no sharp cut-off; inactive = mostly below about 40%;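 also: 0% = agonist challenge alone and 100% = reference antagonist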
# Target sequence (O43613 whole entry, looked up): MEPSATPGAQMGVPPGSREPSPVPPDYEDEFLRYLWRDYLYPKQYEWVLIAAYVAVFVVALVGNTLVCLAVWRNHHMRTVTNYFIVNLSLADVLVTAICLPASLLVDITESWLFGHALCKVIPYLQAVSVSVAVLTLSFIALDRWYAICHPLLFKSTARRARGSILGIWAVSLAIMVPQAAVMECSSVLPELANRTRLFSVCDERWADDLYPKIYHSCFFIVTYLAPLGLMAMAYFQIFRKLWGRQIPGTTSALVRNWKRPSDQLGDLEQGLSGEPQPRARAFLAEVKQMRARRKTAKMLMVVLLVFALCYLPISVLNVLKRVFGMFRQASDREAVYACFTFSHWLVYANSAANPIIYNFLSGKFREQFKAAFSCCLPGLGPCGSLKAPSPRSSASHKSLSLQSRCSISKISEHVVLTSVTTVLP
# Active calls of the source: *; i = inactive; nt = not tested or not shown. Not a hit list; about 2.7% have a hit in one of these screens.
SMILES,STK33 kinase inh,KCNQ2 block,OX1R antag
Cc1cc(NC(=O)COC(=O)C2CC2)ccc1Br,-0.9,nt,3
CCOC(=O)C1CCCCN1Cc1cc(Cl)ccc1O (stereo not given),-1.8,i,4
CC(C)C(=O)NNC(=O)CSc1nc(C2CCCCC2)nc2ccccc12,0.8,i,9
O=C(O)/C(=C1/OC(=O)c2ccccc21)c1ccccc1,-5.2,i,5
COCCNC(=O)/C(C#N)=C/c1ccc(C(=O)O)cc1,-0.4,i,13
COc1ccc(C(=O)Nc2sc(C)c(C)c2CN2CC(C)OC(C)C2)cc1 (stereo not given),-0.8,i,4
CCOc1ccc(S(=O)(=O)NCc2ccco2)cc1,0.0,i,11
COCCSc1nnc(-c2cccc(C#N)c2)n1C,-1.3,i,-5
CN(C)S(=O)(=O)N1CCC(Oc2ccc(C(=O)N3C[C@H]4CC[C@H]3C4)cc2)CC1,0.3,i,41
CCCc1cc(=O)oc2c(C)c(OCC(=O)NCCCN3CCOCC3)ccc12,0.0,i,6
O=C(c1cccc(F)c1F)N1CCCC1,-0.1,i,-1
CC(C)C(c1nnnn1Cc1ccc(F)cc1)N1CCN(C(=O)c2ccco2)CC1 (stereo not given),-0.8,i,11
COc1ccc2c(-c3ccccc3)cc(SCC(=O)N(C)C)nc2c1,0.9,i,34
CN1CCN(c2ccccc2NC(=O)c2ccc([N+](=O)[O-])cc2Cl)CC1,-0.5,i,53
Cc1onc(-c2ccccc2Cl)c1C(=O)O/N=C(\N)c1ccccc1,-0.9,i,23
C[C@H]1CCC(=O)N([C@H](CSc2ccccc2)Cc2ccccc2)CC1,-1.0,i,9
CN(CC(=O)Nc1cc(Cl)ccc1Cl)C1CCS(=O)(=O)C1 (stereo not given),0.9,nt,4
Cc1c(NC(=O)CSc2ncnc3c2cnn3-c2ccccc2)c(=O)n(-c2ccccc2)n1C,-1.7,i,16
O=C(N/N=C/c1cccs1)c1cccnc1,-0.9,i,30
Cc1ccc(C2N(c3cccc(Cl)c3)C(=O)N3CCCN23)cc1 (stereo not given),0.8,i,2
COc1ccccc1N(CC(=O)NC1CCCC1)C(=O)C1(C)CC(=O)N=C2C=CC(C)=CN21 (stereo not given),0.2,i,14
O=C(NNc1nc(-c2ccc(Br)cc2)cs1)c1ccco1,-0.8,i,0
CCOC(=O)c1ccccc1NC(=O)c1ccc2c(SCC(=O)O)c3c(nc2c1)CCCC3,1.5,i,30
O=C(/C=C/c1ccccc1Cl)Nc1cccc(O)c1,6.3,i,34
O=C(O)CCCCCNC(=O)Cn1nnc2ccccc2c1=O,-2.7,i,6
C=CCc1c(C)nc(-c2ccccc2)nc1N/N=C/c1ccncc1,-1.2,i,12
COc1ccc(N2CCN(c3ccc(N4C(=O)COCC4=O)cc3[N+](=O)[O-])CC2)cc1,-0.9,i,36
CCCOc1ccc(CSc2nc3ccccc3[nH]2)cc1,-1.1,i,27
COc1cc(S(=O)(=O)NCc2ccc3c(c2)OCO3)c(OC)cc1C,0.6,i,26
CC(=O)Nc1ccc(C(=O)NCCc2ccccc2)cc1,-0.5,i,12

# Some of these compounds in order of the STK33 kinase inh value, falling.
SMILES,STK33 kinase inh,KCNQ2 block,OX1R antag
CCOC(=O)c1ccccc1NC(=O)c1ccc2c(SCC(=O)O)c3c(nc2c1)CCCC3,1.5,i,30
O=C(NNc1nc(-c2ccc(Br)cc2)cs1)c1ccco1,-0.8,i,0
Cc1c(NC(=O)CSc2ncnc3c2cnn3-c2ccccc2)c(=O)n(-c2ccccc2)n1C,-1.7,i,16

# Later entries
SMILES,STK33 kinase inh,KCNQ2 block,OX1R antag
COc1ccc(Nc2nc(Cl)nc(Nc3ccc(OC)cc3)n2)cc1,0.3,i,18
CNc1nc(-c2ccc3c(c2)CCN3S(=O)(=O)c2ccccc2)c(C)s1,-1.8,i,5
CCNc1cc(=O)n(C)c(=O)n1C,-3.3,i,13
COc1cc2nc(Nc3cccc(F)c3)nc(N)c2cc1OC,5.8,i,3
O=C(Nc1nncs1)c1cccnc1Cl,-1.3,i,6
O=C(c1cc(Cl)cc(Cl)c1)N1CCC(=O)N(C(COCc2ccccc2)Cc2ccccc2)CC1 (stereo not given),-2.6,i,17
Cc1ccc(C(=O)CSc2nnc(COc3cccc(C)c3)o2)cc1,-1.4,i,19
Cc1cc(C(=O)OCC(=O)NC2CCC(C)CC2)c(C)o1 (stereo not given),-0.3,nt,-3
CC1CCCC(NC(=O)CCNC(=O)c2ccccc2Cl)C1C (stereo not given),-0.2,i,8
Cc1cc(NC(=O)/C=C/c2ccccc2Cl)n(-c2nc3ccccc3[nH]2)n1,0.3,i,11
COc1ccc2[nH]c(=O)c(-c3noc(-c4ccccc4)n3)cc2c1,1.3,i,16
COc1ccccc1C(=O)NC(CCSC)C(=O)NCCCn1nc(C)cc1C (stereo not given),-1.1,i,10
CSCCC(N=C1NS(=O)(=O)c2ccccc21)C(=O)NCc1ccccc1F (stereo not given),1.4,i,0
CC(=O)c1c(C)[nH]c(C(=O)OCC(=O)NCCCc2ccccc2)c1C,-0.7,nt,0
O=C(Nc1ccc2nn(-c3ccccc3)nc2c1)c1ccc2c(c1)OCO2,-2.4,i,39

# Copied from the list:
# Reading for Cc1cc(C(=O)OCC(=O)NC2CCC(C)CC2)c(C)o1 (stereo not given) under STK33 kinase inh: -0.3
# Reading for Cc1cc(NC(=O)/C=C/c2ccccc2Cl)n(-c2nc3ccccc3[nH]2)n1 under STK33 kinase inh: 0.3
# Reading for COc1cc2nc(Nc3cccc(F)c3)nc(N)c2cc1OC under STK33 kinase inh: 5.8

# Next results.
SMILES,STK33 kinase inh,KCNQ2 block,OX1R antag
CC(C)COc1cc(=O)[nH]c(SCC(C)C)n1,0.1,i,11
O=C(O)c1ccc2c(=O)n3cc(C(=O)c4ccccc4O)cc(Cl)c3nc2c1,4.4,i,3
Cc1nnc(N2C(=O)C(=O)/C(=C(/O)c3ccc4c(c3)OCCO4)C2c2ccc([N+](=O)[O-])cc2)s1 (stereo not given),0.5,i,13
O=C(NC(=S)Nc1ccc2c(c1)OCCO2)c1ccccc1F,1.0,i,5
Cc1ccc(-c2ccc(C3C(C#N)=C(N)Oc4n[nH]c(C)c43)o2)cc1 (stereo not given),3.3,i,18
CCN(CC(=O)Nc1ccc2c(c1)OCCO2)C(=O)/C=C/c1cccc(Br)c1,3.8,i,20
O=C(CCC(=O)N(CC(=O)NC1CCCCC1)CC1CCCO1)Nc1nccs1 (stereo not given),-0.4,i,5
COc1ccc(OC)c(/C=N/N=C(\N)c2nonc2N)c1,0.8,i,14
CCCN(C(=O)Cn1nc(C)c([N+](=O)[O-])c1C)c1c(N)n(Cc2ccccc2)c(=O)[nH]c1=O,-0.8,i,17
COc1ccc(C2N(C(=O)N(C)C)CCN2S(=O)(=O)c2ccc(OC)cc2)cc1 (stereo not given),0.4,i,17
Cn1cccc1C(=O)OCC(=O)NCc1cccs1,-0.3,nt,8
CCCCNC(=O)c1onc(CSc2cccc(F)c2)c1C(=O)O,-0.2,i,13
O=c1c2ccccc2cnn1-c1ccc(Br)cc1,-8.3,i,11
CCN(CC)c1ncnc2sc(C(=O)N3CCN(c4ccc(OC)cc4)CC3)c(C)c12,0.0,i,15
Cn1nccc1C(=O)NC1CCN(Cc2ccccc2)CC1,-2.5,i,11

# Grouped by structure: the entries above with two or more sulfur atoms (2)
SMILES,STK33 kinase inh,KCNQ2 block,OX1R antag
CNc1nc(-c2ccc3c(c2)CCN3S(=O)(=O)c2ccccc2)c(C)s1,-1.8,i,5
CSCCC(N=C1NS(=O)(=O)c2ccccc21)C(=O)NCc1ccccc1F (stereo not given),1.4,i,0

# Other compounds.
SMILES,STK33 kinase inh,KCNQ2 block,OX1R antag
CN1CCC(NC(=O)c2cc(-c3cccc(Br)c3)nc3ccccc23)CC1,0.4,i,12
Cc1ccc(N2C(=O)[C@@H]3C(c4cccnc4)=NO[C@@H]3C2=O)c(C)c1,0.1,i,4
CCOC(=O)N1CCN(c2c(NCCc3ccccc3)c(=O)c2=O)CC1,-3.0,i,12
CCOc1cccc(C2C(C(=O)c3cccs3)=C(O)C(=O)N2Cc2cccnc2)c1 (stereo not given),-1.4,i,14
O=C(CSc1nnc(-c2ccccn2)o1)Nc1ccccc1,1.2,i,15
Cc1cc(C)n2c(SCC(=O)Nc3cc(S(=O)(=O)N(C)C)ccc3C)nnc2n1,-1.1,nt,6
COC(=O)c1nc2cc(C)ccn2c1F,-3.5,i,19
CN(CC(=O)Nc1c(Cl)cccc1Cl)C(=O)c1cccc(S(=O)(=O)NCc2ccccc2)c1,-0.1,i,17
COc1ccccc1NC(=O)CN(Cc1ccccc1)S(C)(=O)=O,-0.9,i,16
CC(=O)N1CCc2cc(S(=O)(=O)NCCC(=O)Nc3cccc(C)c3)ccc21,-5.2,i,22
Cc1cccn2c(=O)c3cc(C(=O)NCCN4CCOCC4)c(=N)n(CCc4ccccc4)c3nc12,-1.3,i,109*
CCO[C@@H]1OC(C(=O)N2CCCCCCC2)=C[C@H](c2ccc3c(c2)OCO3)[C@H]1CCCO,-1.6,i,22
CC(C)N(CCCNC(=O)C1CCN(S(=O)(=O)N2CCOCC2)CC1)Cc1ccccc1,-0.4,i,6
Cc1cc(-c2ccccc2)n(-c2cc(N/N=C/c3ccccc3O)ncn2)n1,-1.7,nt,7
CCOC(=O)N1C2=NC(C(=O)OC)=C(C(=O)OC)[C@@H]3N(C)c4ccccc4[C@]23C[C@H]1C(=O)OC,-0.4,i,32
CC(=O)C1=NN(c2ccccc2)C(c2cccs2)N1c1ccccc1 (stereo not given),0.2,i,18
CCOc1ccccc1NC(=O)Cn1cnc2c(nnn2-c2cccc(OC)c2)c1=O,-0.6,i,5
CS(=O)(=O)c1nc2c(cc1C#N)CCCC2,nt,i,7
COCCCn1c(SCC(=O)NNC(=O)c2cccc(O)c2)nnc1-c1ccncc1,-0.1,i,19
COC(=O)CNC(c1ccccc1)c1cc(Br)ccc1NS(=O)(=O)c1ccc(C)cc1 (stereo not given),-1.1,i,15
O=C(C[n+]1cccc(C(=O)Nc2ccccc2)c1)c1ccc([N+](=O)[O-])cc1,2.5,i,36
Cc1ccc(-c2nc3c(Cl)cc(Cl)cc3c(=O)n2O)cc1,-0.8,i,15
N#Cc1c(N)nc(SCc2ccncc2)c(C#N)c1-c1cccs1,-0.1,i,10
COc1ccc(CCNC(=O)CN2CCN(c3cccc(Cl)c3)CC2)cc1OC,-3.8,i,11
O=C(COC(=O)c1ccc([N+](=O)[O-])s1)NNC(=O)c1ccccc1,0.3,nt,57*
O=c1[nH]c2ccc(NC(=S)Nc3ccc(Cl)cc3Cl)cc2[nH]1,0.9,i,11
COc1ccc(NC(=O)CCCNC(=O)Cn2cnc3sc(C)c(C)c3c2=O)cc1OC,-0.1,i,14
O=C(NCc1cccnc1)C1CCCN(Cc2cnn(-c3ccccc3)c2-n2cccc2)C1 (stereo not given),-2.2,i,4
O=C(CSc1nnc(Cc2ccc(Cl)cc2)o1)Nc1ccccc1,-1.6,i,7
CCOC(=O)N1CCC(NC(=O)CCc2ccccc2)CC1,-1.5,i,11

# Three records drawn at random from those above, as already listed:
SMILES,STK33 kinase inh,KCNQ2 block,OX1R antag
O=C(CSc1nnc(Cc2ccc(Cl)cc2)o1)Nc1ccccc1,-1.6,i,7
COC(=O)CNC(c1ccccc1)c1cc(Br)ccc1NS(=O)(=O)c1ccc(C)cc1 (stereo not given),-1.1,i,15
CCOc1ccccc1NC(=O)Cn1cnc2c(nnn2-c2cccc(OC)c2)c1=O,-0.6,i,5

# Following part
SMILES,STK33 kinase inh,KCNQ2 block,OX1R antag
C/C(N)=C(/C#N)C(=O)CSc1nc2ccccc2n1CC(C)C,-0.7,i,13
O=C(NCc1ccco1)c1cccc(N2CCCC2=O)c1,0.7,i,9
CCN1C(=O)CC(N2CCOCC2)C1=O (stereo not given),0.3,i,10
COc1ccc(CNC(=O)c2ccc(Br)s2)cc1OC,-0.5,i,12
OCCCn1c(CCNc2nc(-c3ccc(Cl)cc3)cs2)nc2cc(C(F)(F)F)ccc21,-0.7,i,0
CN(C)S(=O)(=O)N1CCN(c2ccnc3cc(Cl)ccc23)CC1,2.5,i,18
CC(=O)c1cc(C(=O)N2CCc3c([nH]c4ccccc34)C2C2CCCCC2)[nH]n1 (stereo not given),0.5,i,12
O=C(c1nc2nc(-c3cccs3)cc(C(F)(F)F)n2n1)N1CCN(Cc2ccccc2)CC1,-1.6,i,46
CCOC(=O)C[N+](CC)(CC)CC#Cc1ccccc1,-0.9,i,15
Cc1ccc(NC(=O)CN2CCCC2)c2c1CC(C)(C)O2,-1.9,i,3
COc1cc(C(=O)NNC(=S)NC(=O)c2ccc(F)cc2)cc(OC)c1OC,0.6,i,3
N#Cc1cccc2c1-c1ccccc1/C2=N/NC(N)=O,1.4,i,11
CN(C)c1ccc(CN(C(=O)c2ccco2)C2CCS(=O)(=O)C2)cc1 (stereo not given),-0.9,i,12
Cc1cnc(NC(=O)CCNC(=O)c2ccccc2Cl)s1,1.9,i,10
COc1ccc2c(c1OC)C(=O)OC2CC(=O)c1ccc2c(c1)OCO2 (stereo not given),-0.4,i,4
CCC1COC(c2cccn2Cc2ccccc2Cl)=N1 (stereo not given),-0.2,i,15
O=C(Nc1nc2cc3c(cc2s1)OCO3)c1ccc(N2C(=O)CCC2=O)cc1,0.2,i,10
CCN1CCCC1CNCc1ccc(Cl)cc1Cl (stereo not given),0.2,i,15
O=C(CN1CCN(Cc2ccc(Cl)cc2)C1=O)NCCN1CCCC1,0.2,i,2
O=C(Cc1cccc(NC(=O)C2CCN(C(=O)c3ccccc3)CC2)c1)Nc1cccc(C(=O)N2CCCC2)c1,-0.2,nt,13
CCOC(=O)c1cc2sc(C)cc2n1CC(=O)Nc1cccc(C)c1C,-1.5,i,10
